High-throughput results as filed in PubChem BioAssay.
PLK1 PBD inh = blocks phosphopeptide binding to human PLK1 polo-box domain. Plk1 PBD binding of FITC phosphopeptide, fluorescence polarization. Potency, µM, for inactives: max response, negative = inhibition, hits mostly inhibitors. hit rate 2.8% among 360,000. AID 720504; note: potency is the fitted concentration of half-maximal effect; series mostly up to about 57 µM; % is set by controls: 0 for no effect and ±100 for the full control effect; nearly all actives have a fitted effect of over 65% in size
Target sequence (P53350 whole entry, looked up, the tested form may be a part): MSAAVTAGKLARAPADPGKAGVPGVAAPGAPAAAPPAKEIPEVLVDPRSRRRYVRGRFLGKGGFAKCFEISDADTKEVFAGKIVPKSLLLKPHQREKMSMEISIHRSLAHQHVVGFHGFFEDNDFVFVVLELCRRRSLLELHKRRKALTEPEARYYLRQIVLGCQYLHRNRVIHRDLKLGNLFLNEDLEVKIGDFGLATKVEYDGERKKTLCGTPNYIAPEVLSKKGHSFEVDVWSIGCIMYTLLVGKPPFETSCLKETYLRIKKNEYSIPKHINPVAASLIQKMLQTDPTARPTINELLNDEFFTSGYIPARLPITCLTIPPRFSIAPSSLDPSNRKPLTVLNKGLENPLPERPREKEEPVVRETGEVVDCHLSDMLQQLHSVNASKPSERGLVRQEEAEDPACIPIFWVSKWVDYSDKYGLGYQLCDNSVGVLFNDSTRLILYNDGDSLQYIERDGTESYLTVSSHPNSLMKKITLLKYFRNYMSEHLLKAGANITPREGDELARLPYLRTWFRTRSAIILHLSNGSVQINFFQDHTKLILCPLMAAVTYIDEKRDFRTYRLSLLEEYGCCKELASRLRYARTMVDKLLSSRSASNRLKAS
CCT chaperon mod = modulators of cytosolic chaperonin (CCT/TRiC) activity; purified chaperonin ATPase assay, HTRF ADP detection, 30 min; activity change, % (no concentration beside the values), hits read low; hit rate 0.3% among 360,000; AID 651819; in the data active = activity change below about -30%; note: % is set by controls: 0 for no effect and ±100 for the full control effect
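TRiC at 40 or 20 nM final (batch-dependent) in 30 mM Tris pH 7.4, 100 mM KCl, 5 mM MgCl2, 1 mM DTT, with compound at single 76 uM and 10 uM ATP, 30 min at 37 deg C. ADP detected by HTRF Transcreener, 665/615 ratio.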
EPAC1 ag = agonists of human EPAC1. O95398. EPAC1 agonist qHTS, biochemical assay; response scale: 100% = response to 6.5 mM cAMP. Potency, µM (highest dose often 154 µM), inactives show at the highest dose activation, actives largely listed as activators. hit rate 0.073% among 360,000; note: potency is the fitted concentration of half-maximal effect; nearly all actives have a fitted effect of over 60% in size
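Nucleotide exchange assay: 100 nM EPAC1 with 250 nM Rap1B loaded with BODIPY-GDP and 50 uM GDP, room temperature. Fluorescence (480/540 nm) read every 5 min for 30 min; signal change normalized to 6.5 mM cAMP as full agonist.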
PI5P4Ka inh = PI5P4K alpha (human) kinase inhibition; PI5P4Kalpha enzyme, ADP-Glo luminescence, 60 min; stronger effect = lower value; max response, %; hit rate 1.2% among 330,000; AID 652105; active = max response of -50% or lower; inconclusive = between -30% and -50%; inactive = -30% or higher; note: value at the top dose of about 77 µM; % is set by controls: 0 for no effect and ±100 for the full control effect
Target sequence (P48426 whole entry, looked up): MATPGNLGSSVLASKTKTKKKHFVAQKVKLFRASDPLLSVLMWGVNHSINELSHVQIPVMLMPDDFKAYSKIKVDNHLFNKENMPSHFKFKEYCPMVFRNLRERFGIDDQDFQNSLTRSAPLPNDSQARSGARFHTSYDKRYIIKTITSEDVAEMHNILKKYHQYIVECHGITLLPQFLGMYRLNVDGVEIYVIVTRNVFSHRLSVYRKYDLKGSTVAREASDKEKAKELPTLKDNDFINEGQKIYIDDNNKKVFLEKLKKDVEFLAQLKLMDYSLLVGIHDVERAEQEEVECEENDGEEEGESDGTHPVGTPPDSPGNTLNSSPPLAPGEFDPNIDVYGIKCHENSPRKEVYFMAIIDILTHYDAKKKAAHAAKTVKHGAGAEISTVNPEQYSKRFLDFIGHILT
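Luminescence from ADP-Glo served as readout of PI5P4Kalpha activity in a qHTS format. Reaction: enzyme, substrate, compound, ATP at 5 microM final, 60 min at RT.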
IL2 activator = activators of IL-2. IL-2 activation reporter assay, cell-based qHTS; stimulated with anti-CD3/CD4/CD28 beads; in transgenic mouse T cells. activation, % (series mostly up to about 46 µM). hit rate 0.065% among 360,000; in the data active = activation above about 50%; inconclusive = mostly about 30% to 49%; note: 0% is about no effect
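Readout: EGFP and DsRed signals by fluorescent plate cytometry. Unstimulated transgenic mouse T cells received compound 60 min before antibody-bead stimulation, then incubated 18 h at 37 degrees C.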
EPAC1 antag = blocks human EPAC1 exchange factor | O95398 | EPAC1 GEF assay, Rap1b-BODIPY-GDP exchange fluorescence | Potency, µM (series often up to 115 µM), for the others: top-dose activity change, negative = inhibition, most hits filed as inhibitors | hit rate 0.14% among 360,000 | AID 720709;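 note: potency is the fitted concentration of half-maximal effect; plate controls were vehicle for no effect and positive control for full effect; nearly all actives have a fitted effect of over 50% in size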
WRN inhibitor = WRN helicase (human) inhibition; WRN helicase unwinding, fluorescent forked duplex, kinetic; Potency, µM (titrated, usually from 114 µM), for the others: at the top dose activity change, negative = inhibition, hits mostly inhibitors; hit rate 0.46% among 360,000; Q14191; AID 651768; note: potency is the fitted concentration of half-maximal effect; % is set by controls: 0 for no effect and ±100 for the full control effect; nearly all actives have a fitted effect of over 55% in size
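WRN at 20 nM final was preincubated with compound for 15 min at room temperature; reaction started with 100 nM forked duplex oligonucleotide carrying fluorophore and quencher plus 2 mM ATP (final). Unwinding followed kinetically by red fluorescence (ex 525/em 598 nm).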
EPAC2 ag = activates human EPAC2 exchange factor; EPAC2 activation, biochemical qHTS; response scale: 100% = 6.5 mM cAMP response; Potency, µM (top dose mostly 154 µM), for inactives: top-dose activation, hits mostly activators; hit rate 0.079% among 360,000; note: potency is the fitted concentration of half-maximal effect; nearly all actives have a fitted effect of over 50% in size
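Exchange assay: 100 nM EPAC2 with 250 nM Rap1B-BODIPY-GDP and 50 uM GDP. Fluorescence (ex 480/em 540 nm) read every 5 min for 30 min at room temperature. Data normalized to 6.5 mM cAMP as agonist control.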
The depositor's hits bear a star; u = inconclusive; x = no result given; & = joins results of further samples; [ ] = dose if it differs, or a comment. Unless noted, calls come from the whole dose curve; as a rule, active = well fitted curve in the direction sought with a large enough effect; inconclusive = small, poorly fitted or top-dose-only effect, or another doubt; inactive = no such curve, though single readings can be large; an effect the other way counts as inactive or inconclusive. The list is partial; rates above refer to the full screens.

SMILES | PLK1 PBD inh | CCT chaperon mod | EPAC1 ag | PI5P4Ka inh | IL2 activator | EPAC1 antag | WRN inhibitor | EPAC2 ag
Cc1c(C=NNc2ccccc2)[nH]c(=O)[nH]c1=O | -2% | 1.9 | -6% | 3 | 13 | 15% | 11% | 6%
Cn1c(=O)oc2cc(S(=O)(=O)NCCC(=O)NCCc3ccccc3)ccc21 | -7% | 0.0 | -3% | x | -0.4 | 5% | -3% | 4%
O=C(Nc1ccccn1)c1cccc(S(=O)(=O)N2CCCC2)c1 | -4% | -2.9 | 4% | 5 | -0.8 | -7% | -30% | 2%
Oc1ccccc1CNCC12CC3CC(CC(C3)C1)C2 | 0% | 1.2 | 6% | 5 | -3.3 | -1% | -6% | -4%
CC(C)Oc1ccc(C(=O)NCC(=O)Nc2ccc3c(c2)CCC3)cc1 | -6% | -1.7 | 3% | 3 | 2.3 | -19% | 3% | 1%
COC1=C(Nc2ccc(C)cc2)C(=O)c2ccccc2C1=O | -11% | -1.6 | 5% | 2 | -2.9 | -5% | -28% | 9%
COc1ccc(CSc2nc(N3CCOCC3)c3c(c2C#N)CC(C)(C)OC3)cc1 | 0% | -0.6 | 19% | x | -2.9 | -10% | -17% | 16%
C(=N\N1CCN(C(c2ccccc2)c2ccccc2)CC1)/c1ccc2c(c1)OCO2 | -29% | -5.9 | u | -2 | 0.2 | 33%[activator] | 1% | 4%
CCc1nc(SCc2ccc(F)cc2)[nH]c(=O)c1C#N | -17% | -3.0 | 1% | -21 | -1.8 | 0% | -6% | 0%
C/C=N/NC(=O)CCCC(=O)N/N=C/C | 30µM* | -0.8 | 10% | 0 | 1.8 | 5% | -1% | 11%
CN(C)C(=O)c1c(NC(=O)c2ccco2)sc2c1CCCCC2 | -7% | -2.8 | -12% | 8 | 2.4 | -10% | -4% | 4%
CCNC(=O)NC(=O)COC(=O)CNC(=O)COc1ccccc1 | -5% | 0.3 | 0% | 2 | -0.4 | 0% | 0% | -7%
Cc1ccc(C)c(OCC(=O)Nc2ccc(S(=O)(=O)Nc3ccccn3)cc2)c1C | -12% | -0.8 | 20% | -10 | -0.4 | -2% | -2% | 4%
CCOc1ccc(NC(=O)c2c3c(nc4ccccc24)CCC3)cc1 | 7% | 1.2 | -3% | 2 | -2.0 | 9% | 1% | -1%
Cc1ccc(S(=O)(=O)c2c(C)nn(-c3ccccc3)c2OC(=O)c2ccc(Br)o2)cc1 | -4% | -0.4 | -2% | -9 | -0.7 | 1% | -11% | 12%
COc1ccc2c(c1)cc1n2CCN=C1NN | 1% | 2.4 | 11% | 0 | 3.6 | -1% | -10% | 4%
CC1CCN(C(=O)c2cc(F)c(F)cc2Cl)CC1 | -16% | -0.3 | -8% | 1 | 0.8 | 10% | -1% | -3%
O=C(COC(=O)c1c2c(nc3ccccc13)/C(=C\c1cccs1)CCC2)Nc1ccccc1Cl | 9%&-2% | 2.5 | 9% | 7 | -1.1 | 2% | -6% | 1%
CC1CCC(NC(=O)c2cc(C3CC3)nn2-c2ccccc2)CC1 (stereo not drawn) | -1% | -2.5 | -4% | 6 | 0.6 | -13% | 2% | 14%
O=C(NCc1ccccc1)C(c1ccccc1F)n1c(=O)c(-c2ccccc2)nc2ccccc21 (stereo not drawn) | -24% | x | 13% | 4 | -0.9 | -8% | -11% | 6%
C/C(=N\NC(=O)c1cc(Br)ccc1O)c1cccs1 | -21% | -1.2 | -4% | 0 | -1.1 | -14% | -20% | 2%
COc1ccc2c(c1)c(C(C)=O)c(C)n2CCc1ccc(OC)c(OC)c1 | 0% | 2.1 | -5% | -1 | -0.3 | 3% | -1% | -2%
CCC1Nc2ncnc(N3CCN(c4ccccc4)CC3)c2N(Cc2ccccc2)C1=O (stereo not drawn) | -20%&-7% | -0.8&1.5 | -3%&-7% | 0&-1 | -0.3&-0.4 | -11%&-3% | 9%&-4% | 17%&11%
Cc1ccc(C(=O)NC(=S)Nc2cc(-c3nc4ccccc4s3)ccc2C)cc1 | -2% | 1.0 | 0% | 3 | 0.1 | u | 1% | -1%
Cc1ccc(CNC(=O)c2ccc(Cn3nc(C)c(Cl)c3C)o2)cc1 | -29% | 0.3 | -6% | -1 | -0.1 | 1% | -34% | 0%[15.6 µM]
O=C(CN1C(=O)c2ccccc2C1=O)Nc1ccccc1C(=O)NC1CCCCCC1 | -12% | -0.6 | -5% | 7 | -0.2 | u | 2% | 13%
CCC(CC)C(=O)c1c[nH]c(C(=O)N2CCN(c3ccc(OC)cc3)CC2)c1 | -5% | -2.0 | -7% | 0 | -0.5 | -12% | -4% | 6%
Cn1c(C(=O)OCC(=O)NCc2ccco2)cc2sccc21 | -22% | -0.2 | 5% | x | -1.1 | -6% | -34% | 8%
CC1CN(CCc2ccccc2)c2nc3c(c(=O)n(C)c(=O)n3C)n2C1 (stereo not drawn) | -5% | 1.1 | -10% | 0 | 2.2 | 18% | 5% | 3%
COc1ccc2c(Cl)c(C(=O)NCCCn3ccnc3)sc2c1 | -2% | -1.3 | 9% | x | -1.8 | 10% | -3% | 1%
COc1cc2c(cc1OC)-c1cc(Nc3ccc(F)cc3)nc(=O)n1CC2 | -14% | -0.8 | -4% | -25 | -2.0 | u | 6% | 4%
COC(=O)c1ccc(CNC(=O)c2sccc2-c2ccccc2)cc1 | -5% | -1.0 | 1% | 18 | -4.7 | -32% | -34% | 9%
S=c1[nH]nc(Cc2noc3ccccc23)n1-c1ccccc1 | -3% | 2.6 | 9% | -9 | -0.9 | -21% | -6% | -8%
C#CCN(C(=O)c1ccc(OC)c(OC2CCN(C(C)C)CC2)c1)C1CCCCC1 | -8% | -3.1 | 1% | 1 | -0.1 | 0% | -25% | 8%
O=C(Nc1cccc(C(=O)NC2CCCCC2)c1)c1ccccc1 | -7% | -0.4 | 3% | 1 | 1.2 | 13% | -1% | 2%
O=C(O)c1cccc(NC(=S)NC(=O)c2ccncc2)c1 | -5% | -2.4 | 4% | -7 | -4.3 | -20% | 0% | 2%
COc1cc(C(=O)Cc2nc3ccccc3n2C)cc(OC)c1OC | -11% | 0.3 | -1% | 12 | -0.7 | -11% | -6% | 11%
Cc1ccc(S(=O)(=O)c2cn(C)c3cc(N4CCN(C)CC4)c(F)cc3c2=O)c(C)c1 | -5% | 0.5 | 9% | 4 | -4.7 | 2% | -7% | 2%
CCOc1ccc(CCNC(=O)COC(=O)Cc2c[nH]c3ccccc23)cc1OCC | -2% | 1.1 | -11% | 3 | -7.2 | 5% | 7% | 18%
O=C(CSc1n[nH]c(=O)[nH]c1=O)Nc1ccc2c(c1)C(=O)c1ccccc1C2=O | 6.7µM* | -1.8 | 21% | -59* | -1.5 | u | 32µM* | 1%
Cc1cccc(OCC(=O)Nc2ncn[nH]2)c1C | -11% | 1.0 | 4% | -6 | -0.1 | -19% | -3% | 6%
CN(C)CCC(O)(c1ccccc1)c1ccccc1Cl (stereo not drawn) | 1% | 8.7 | -8% | 20 | -3.1 | -8% | 2% | 2%
Cc1ccc(S(=O)(=O)N2CCN(C(=O)COC(=O)/C=C/c3ccccc3F)CC2)c(C)c1 | 3% | -1.0 | 2% | -2 | -3.0 | 10% | 8% | 5%
O=C(NCCc1nc2ccccc2[nH]1)c1ccc([N+](=O)[O-])cc1 | -10% | -0.3 | 7% | 10 | -0.6 | -17% | -3% | 11%
CC(C)(C)OC(=O)N(CCc1ccccc1)Cc1ccccc1OCc1cccc(NC(=O)C2CC2)c1 | -17% | 0.5 | -31%[inhibitor] | 12 | -0.8 | -26% | -4% | 12%
COc1ccc(Cc2nnc(N/N=C/c3ccccc3O)[nH]c2=O)cc1OC | -14% | -0.2 | -12% | 2 | -0.6 | u | u | 5%
O=C(NCC1CCCO1)C1CCN(C2CCN(CCCC3CCCC3)CC2)CC1 (stereo not drawn) | -10% | -1.0 | 2% | -2 | 0.1 | -2% | -3% | 1%
O=C(N/C(=C/c1ccc(F)cc1)C(=O)N1CCCC1)c1ccccc1 | -10% | 1.0 | 6% | -1 | 2.4 | -20% | 5% | 9%
C=CCn1c(O)c(N=NC(=S)Nc2ccccc2C)c2cc(S(=O)(=O)N3CCOCC3)ccc21 | -14% | -0.2 | 10% | 3 | -2.6 | 28% | -5% | -8%
CCCC(C)NC(=O)CN(c1ccc2c(c1)OCCO2)S(=O)(=O)c1ccccc1 (stereo not drawn) | -2% | -0.7 | 6% | 0 | 2.6 | -1% | 2% | 3%
The results go on:
SMILES | PLK1 PBD inh | CCT chaperon mod | EPAC1 ag | PI5P4Ka inh | IL2 activator | EPAC1 antag | WRN inhibitor | EPAC2 ag
O=C(O)c1cnc2ccccc2n1 | 27µM* | 2.0 | 4% | x | 2.1 | 5% | -17% | 7%
CC(=O)Oc1ccc(Cl)cc1CN(C(C)=O)C1CCCCC1 | -3% | 0.5 | 7% | -3 | -0.5 | 13% | -2% | 4%
COC(=O)C[C@@H]1C=C[C@H](NS(=O)(=O)c2cccc(F)c2)[C@@H](CO)O1 | 4% | x | 0% | -3 | 2.0 | -15% | -2% | 7%
Fc1ccc(-n2c(Cn3nnc4ccccc43)n[nH]c2=S)cc1 | -5% | -2.8 | 6% | -5 | 0.4 | -22% | 3% | 7%
O=C(c1cc2cc(Cl)ccc2[nH]1)N1CCN(Cc2ccc3c(c2)OCO3)CC1 | 3% | -0.2 | 9% | 0 | 0.0 | -8% | 1% | 23%
COc1cc(OC)c(S(=O)(=O)NCc2ccco2)cc1S(=O)(=O)NCc1ccco1 | -7% | 3.8 | 5% | -5 | -0.6 | -12% | -5% | -84%[inhibitor][15.6 µM]
Cc1ccc(S(=O)(=O)N2CCCCC2)cc1NC(=O)CCNC(=O)c1ccccc1 | -12% | -0.7 | 1% | 4 | 0.5 | 5% | -11% | 13%
OCc1nc2ccccc2n1CCCOc1ccc(Br)cc1 | 1% | -4.0 | -4% | 25 | 0.6 | -6% | -10% | -82%[15.6 µM]
COc1ccc(N(CC(=O)Nc2ccc(S(=O)(=O)N3CCOCC3)cc2)S(C)(=O)=O)cc1OC | 0% | 1.6 | 2% | -2 | -2.4 | 7% | 5% | 10%
O=C(NCC(=O)N1CCCC(C(F)(F)F)C1)c1ccc(Oc2ccccc2)cc1 (stereo not drawn) | 3% | -1.7 | -6% | -8 | -1.8 | -8% | -4% | 5%

2 of the compounds above, as tab-separated lines.
structure	PLK1 PBD inh	CCT chaperon mod	EPAC1 ag	PI5P4Ka inh	IL2 activator	EPAC1 antag	WRN inhibitor	EPAC2 ag
O=C(c1cc2cc(Cl)ccc2[nH]1)N1CCN(Cc2ccc3c(c2)OCO3)CC1	3%	-0.2	9%	0	0.0	-8%	1%	23%
COc1cc(OC)c(S(=O)(=O)NCc2ccco2)cc1S(=O)(=O)NCc1ccco1	-7%	3.8	5%	-5	-0.6	-12%	-5%	-84%[inhibitor][15.6 µM]
